Screening data from PubChem.
IMPase cell inh – qHTS Assay for Identifying the Cell-Membrane Permeable IMPase Inhibitors; Inositol monophosphatase 1 (Rattus norvegicus), P97697; CHO-M1 cells, IP1 accumulation, HTRF TR-FRET ratio; inhibition (IP1 accumulation), % at 46.1 µM; 120,000 tested, under 10 active; AID 901, 2007; active means well fitted curve in the direction sought with a large enough effect in the signal ratio, not every such curve was filed as active; inconclusive means small, poorly fitted or top-dose-only effect, or a change in a side signal; inactive means no such curve, though single readings can be large or run the other way; the % refers to the signal ratio;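 further: cells stimulated with carbachol in lithium chloride buffer; plate controls were DMSO basal wells for no effect and reference inhibitor wells for full effect; higher means more IMPase inhibition seen as more IP1 and lower FRET ratio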
Target sequence (P97697 whole entry, looked up): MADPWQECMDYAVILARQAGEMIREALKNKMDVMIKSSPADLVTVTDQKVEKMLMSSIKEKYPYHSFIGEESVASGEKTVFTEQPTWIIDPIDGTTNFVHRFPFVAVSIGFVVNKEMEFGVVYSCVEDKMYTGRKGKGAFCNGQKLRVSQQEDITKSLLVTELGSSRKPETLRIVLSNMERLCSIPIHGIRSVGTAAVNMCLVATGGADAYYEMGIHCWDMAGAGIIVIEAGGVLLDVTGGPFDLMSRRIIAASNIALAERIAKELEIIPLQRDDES
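Measured: the HTRF emission ratio (665/620 nm) plus the 620 nm donor channel, each fitted to the Hill equation to give AC50. Cells were CHO-M1 given compounds up to 46 uM and a 30 min carbachol stimulation at 37C.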
PNC assembly inh – High Content Assay for Compounds that inhibit the Assembly of the Perinucleolar Compartment; PC3M PTB-GFP, PNC prevalence imaging, 16 h; hits give low values; activity change (PNC), negative = inhibition, % at 10 µM; 3.1% of 140,000 active;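 active means readout at or below -70, meaning at least 70% loss of cells showing the perinucleolar compartment, a nuclear body marking cancer cells; inconclusive means readout between -30 and a set limit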;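 further: plate controls were DMSO wells for no effect and camptothecin positive control wells for full effect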
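Compounds are pinned in duplicate onto adhered PC3M cells stably expressing GFP-tagged PTB and incubated 16 h at 37 C. Cells are then fixed, nuclei stained with Hoechst, and PNC-positive cells counted.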
12-hLO inh – qHTS Assay for Inhibitors of 12-hLO (12-human lipoxygenase). purified 12-hLO, xylenol orange hydroperoxide absorbance. 0.12% of 150,000 active. AID 1452, 2008. Polyunsaturated fatty acid lipoxygenase ALOX12 (Homo sapiens), P18054. Potency, µM (highest dose often 57.1 µM), inactives show at the highest dose activity change, negative = inhibition, hits mostly inhibitors; further: potency means the concentration at half of the fitted maximal effect; nearly all actives have a fitted effect of over 55% in size; many of its hits are not listed in these tables
Target sequence (P18054 whole entry, looked up): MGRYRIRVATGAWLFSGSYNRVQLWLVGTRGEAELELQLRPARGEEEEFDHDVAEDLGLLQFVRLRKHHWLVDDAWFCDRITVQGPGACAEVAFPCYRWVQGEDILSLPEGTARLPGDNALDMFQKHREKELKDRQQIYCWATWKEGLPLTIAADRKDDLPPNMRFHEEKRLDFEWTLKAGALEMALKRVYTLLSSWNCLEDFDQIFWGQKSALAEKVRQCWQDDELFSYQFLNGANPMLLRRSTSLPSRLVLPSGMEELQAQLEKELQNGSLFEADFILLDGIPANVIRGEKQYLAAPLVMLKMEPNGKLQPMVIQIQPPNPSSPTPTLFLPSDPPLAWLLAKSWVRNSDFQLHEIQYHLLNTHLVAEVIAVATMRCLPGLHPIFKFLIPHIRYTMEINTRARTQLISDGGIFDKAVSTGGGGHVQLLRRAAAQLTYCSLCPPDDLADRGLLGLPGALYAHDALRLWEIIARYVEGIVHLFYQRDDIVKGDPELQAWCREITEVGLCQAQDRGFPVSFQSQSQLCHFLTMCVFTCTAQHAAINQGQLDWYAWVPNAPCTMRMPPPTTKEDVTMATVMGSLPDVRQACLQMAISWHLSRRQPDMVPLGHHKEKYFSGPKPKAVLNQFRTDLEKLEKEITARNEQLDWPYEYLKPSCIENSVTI
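Lipoxygenase turnover measured by absorbance at 573 and 405 nm after Fe-XO development. Human 12hLO 150 nM, arachidonate 40 uM, pH 7.0 Hepes buffer with detergent; 15 min compound preincubation, 30 min reaction.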
15-hLO-2 inh – qHTS Assay for Inhibitors of 15-hLO-2 (15-human lipoxygenase 2); purified 15hLO-2, xylenol orange hydroperoxide absorbance; 0.56% of 110,000 active; AID 881, 2007; Polyunsaturated fatty acid lipoxygenase ALOX15B (Homo sapiens), O15296; Potency, µM (top dose mostly 57.1 µM), for inactives: at the top dose activity change, negative = inhibition, actives largely listed as inhibitors; further: potency means the concentration at half of the fitted maximal effect; nearly all actives have a fitted effect of over 60% in size; many of its hits are not listed in these tables
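Purified human 15hLO-2 (50 nM final) preincubated with compounds 15 min at room temperature in 25 mM Hepes pH 7.5, 0.01% Triton X-100, then 45 uM arachidonic acid added for 90 min; hydroperoxide detected via ferrous/xylenol orange, 573/405 nm absorbance ratio.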
* marks the source's active call; other numbers are inactive results; ? = inconclusive; . = not tested or not shown; [ ] = remark or other dose. Unless noted, the call rests on the fitted dose curve; in most records, active means well fitted curve in the direction sought with a large enough effect; inconclusive means small, poorly fitted or top-dose-only effect, or another doubt; inactive means no such curve, though single readings can be large; an effect the other way counts as inactive or inconclusive. Unless noted, on the % scale 0 is the no-effect control and ±100 the full control effect.

Short forms: A = IMPase cell inh; B = PNC assembly inh; C = 12-hLO inh; D = 15-hLO-2 inh
> CCOC(=O)c1ccc(NC(=O)CSc2nnc(CNc3ccc(C)cc3)n2C)cc1
  A: 6; B: -100*; C: -6%; D: .
> COc1cccc(CN2C(=O)CCC2(C)C(=O)NC2CCCCCC2)c1 (configuration not stated)
  A: 3; B: 17; C: -2%; D: -4%
> Clc1cccc(Oc2cnc3ccccc3n2)c1
  A: -1; B: -30; C: 1%; D: -4%
> Cc1cccc(C(=O)N2CCC(=O)N([C@H](COCc3ccc(Cl)cc3)Cc3ccccc3)CC2)c1
  A: .; B: .; C: -2%[0.00818 µM]; D: 9%[0.0915 µM]
> Cc1cc([N+](=O)[O-])ccc1NCc1ccccc1
  A: 6; B: -8; C: -12%; D: -22%
> COc1ccc(/C=C2\N=C(SC)NC2=O)cc1
  A: 14; B: -18; C: -28%; D: -23%
> COc1nnc(-c2ccc(C)c(S(=O)(=O)NCCO)c2)c2ccccc12
  A: -1; B: -27; C: 2%; D: 0%
> CCNc1ncc2nc(-c3ccc(Cl)cc3)c(=O)n(C3CC3)c2n1
  A: .; B: .; C: -3%; D: -2%
> O=C(Nc1ccccc1N1CCOCC1)c1ccc(Br)o1
  A: -6; B: 27; C: -2%; D: 1%
> O=C(CSc1nnc(CNc2ccc(Cl)cc2)o1)Nc1nc2ccccc2s1
  A: 10; B: -25; C: -12%; D: -10%
> O=C(Nc1nc(-c2ccccc2)cs1)c1ccc(N2CCOCC2)c([N+](=O)[O-])c1
  A: 7; B: -19; C: -3%; D: .
> Cc1[nH]c2ccccc2c1C(=O)CSc1nncn1C
  A: -5; B: -10; C: -3%; D: .
> Cc1cccc(CN2C(=O)N/C(=C/c3cc(C)n(-c4cc(C)ccn4)c3C)C2=O)c1
  A: ?; B: -4; C: -22%; D: -26%
> Cc1ccc(S(=O)(=O)Oc2ccc(/C=C(/NC(=O)c3ccccc3)C(=O)Nc3ccccc3)cc2)cc1
  A: -2; B: 27; C: -20%; D: -17%
> OCCN(CCO)CC(O)COc1ccc(C23CC4CC(CC(C4)C2)C3)cc1 (configuration not stated)
  A: .; B: 16; C: -1%; D: .
> COc1ccc(CCNC(=O)C2CCN(S(=O)(=O)N3CCOCC3)CC2)cc1OC
  A: 5; B: -3; C: 1%; D: -4%
> COc1ccccc1CN(C(=O)CCl)C(C(=O)NC1CCCCC1)c1ccncc1 (configuration not stated)
  A: .; B: 19; C: -5%; D: .
> CCCCC(C(=O)O)C(C)CC(=O)Nc1cccc(C(=O)O)c1 (configuration not stated)
  A: 9; B: -3; C: -1%; D: -4%
> Cc1cccn2c(=O)c3cc(C#N)c(=O)n(Cc4cccnc4)c3nc12
  A: -11; B: ?; C: -6%; D: -11%
> CC1(C)Cc2c(sc3c2c(=N)n(Cc2ccco2)c(=O)n3Cc2ccc(Cl)cc2)CO1
  A: 8; B: 34; C: -15%; D: 21%
> O=C(Nc1ccc(O)cc1)c1ccc(C(=O)c2ccccc2)o1
  A: -8; B: 28; C: -3%; D: 1%
> CC(/C=C/c1ccc(N(C)C)cc1)=N\N=C1\NC(=O)CC(C(=O)Nc2ccccc2)S1 (configuration not stated)
  A: .; B: 49; C: 3%; D: .
> CSCCC(Nc1ccc(S(=O)(=O)N2CCOCC2)cc1[N+](=O)[O-])C(=O)OCC(=O)N(C(C)C)C(C)C (configuration not stated)
  A: .; B: -26; C: 1%; D: .
> Cc1ccc(NC(=S)NCc2ccccc2Cl)c(C)c1
  A: .; B: 23; C: ?; D: .
> O=C(COC(=O)Cc1ccc(S(=O)(=O)N2CCOCC2)s1)NCCc1ccccc1
  A: 0; B: -29; C: -9%; D: 1%
> CCOc1ccc(NC(=NCc2ccc3c(c2)OCO3)SC2CC(=O)N(c3ccc(OCC)cc3)C2=O)cc1 (configuration not stated)
  A: ?; B: 125; C: 3%; D: .
> COC(=O)Cn1c(C(=O)N(C)C)cc2c1C[C@H]1CN(C(=O)c3ccccc3)[C@@](Cc3ccc(F)cc3)(C(=O)OC)[C@@H]21
  A: .; B: .; C: -1%; D: 4%
> CCN(CC)S(=O)(=O)c1cccc(-c2nnc(SCC(N)=O)n2CCc2ccccc2)c1
  A: ?; B: -24; C: -5%; D: .
> O=C(/C=C/c1ccccc1)NNC(=O)c1cccc(Cl)c1
  A: 1; B: ?; C: 7%; D: -9%
> Cc1ccc(S(=O)(=O)CC(=O)N2CCCC2)cc1
  A: -7; B: -100*; C: -1%; D: .
> COc1ccccc1-c1c(C(F)(F)F)oc2cc(OCC(=O)Nc3ccccc3C(F)(F)F)ccc2c1=O
  A: -6; B: -16; C: 0%; D: .
> Cc1cccc(NC(=O)N2CCCC2C(=O)NCc2cccs2)c1 (configuration not stated)
  A: 6; B: ?; C: -3%; D: -10%
> COc1ccc(NS(=O)(=O)c2cc(OC)ccc2NC(=O)c2cc(C)oc2C)cc1
  A: -7; B: -100*; C: ?; D: -16%
> Cc1cc(NC(=O)CCC(=O)N(CCC(C)C)C(C(=O)NC2CCCC2)c2cccnc2)no1 (configuration not stated)
  A: -4; B: ?; C: -6%; D: -1%
> COC(=O)CN(C(=S)Nc1ccc(Cl)cc1)C1CC(=O)N(c2ccc(OC)cc2)C1=O (configuration not stated)
  A: 4; B: 25; C: -6%; D: 0%
> CCC1(CC)C(=O)NC(=O)NC1=NCCc1ccc(O)cc1
  A: -4; B: ?; C: 3%; D: -8%
> COCCOC(=O)c1c(C)oc2ccc(NS(=O)(=O)c3ccc(C(=O)O)cc3)cc12
  A: 6; B: 8; C: 0%; D: -15%
> CCOC(=O)N1CCN(C(=O)Cn2c(=O)sc3ccccc32)CC1
  A: ?; B: 32; C: -4%; D: -9%
> COc1ccc2[nH]c(O)c(NC(C)=O)c2c1
  A: 13; B: ?; C: 0%; D: -2%
> CCn1cc(Br)c(C(=O)Nc2cccc(Cl)c2)n1
  A: 5; B: ?; C: -4%; D: 9%
> COc1ccc(NC(=O)CSc2cccc3cccnc23)c(OC)c1
  A: .; B: -27; C: -2%; D: .
> Cc1ccc(Oc2ccccc2/C=C2\SC(=O)N(C)C2=O)cc1
  A: 12; B: 52; C: -7%; D: -2%
> O=C(CSc1nnnn1-c1ccccc1)NC(=O)Nc1ccc2c(c1)OCCO2
  A: 1; B: -11; C: -1%; D: -10%
> Cc1ccc(-c2nnn(CC(=O)N3CCN(c4ccccc4)CC3)n2)o1
  A: 4; B: -6; C: -3%; D: -2%
> COc1cc(NC(=O)C2CCCCN2)ccc1OCC(C)C (configuration not stated)
  A: -5; B: 51; C: -5%; D: 8%
> CCOC(=O)/C(C#N)=C1/SC(CCO)C(=O)N1c1ccccc1 (configuration not stated)
  A: -1; B: ?; C: -5%; D: -10%
> CC(=O)NN1C(=O)/C(=C\c2ccc(C)cc2)SC1=S
  A: -7; B: 12; C: -2%; D: -4%
> c1ccc(C2[C@H]3CN(Cc4cccnc4)[C@H](c4ccccc4)C34CC2(c2ccccc2)C4)cc1 (some centres not stated)
  A: .; B: .; C: 5%; D: 44%[activator]
> O=C(Nc1ccc(CN2CCOCC2)cc1)c1cccc(F)c1
  A: 1; B: 34; C: -4%; D: 2%
> CC1CN(C(=O)CSc2nnc(-c3ccncc3)n2-c2ccccc2)CC(C)O1 (configuration not stated)
  A: 7; B: -19; C: -3%; D: 2%

Remaining list, next part.
Short forms: A = IMPase cell inh; B = PNC assembly inh; C = 12-hLO inh; D = 15-hLO-2 inh
> CC(=O)N1CCc2cc(S(=O)(=O)NC3CCCc4ccccc43)ccc21 (configuration not stated)
  A: -11; B: 44; C: 2%; D: .
> O=C(OCC1CC(c2ccccc2Cl)=NO1)c1ccc(Br)cc1 (configuration not stated)
  A: 1; B: ?; C: 1%; D: .
> COc1cc2c(cc1OC)C(C(=O)NCCN1CCOCC1)C1c3ccccc3CCN1C2=O (configuration not stated)
  A: -9; B: 61; C: 2%; D: 12%
> Cc1ccc(-c2cc(-c3cccs3)[nH]n2)c(O)c1
  A: 3; B: 7; C: -10%; D: -2%
> CCN(CC)CCCNC(=S)N1CCn2c(nc3ccccc32)C1
  A: .; B: -116*; C: -3%; D: .
> COc1ccc(S(=O)(=O)N(C)CC(=O)NC2CCCCC2)cc1Cl
  A: -6; B: ?; C: 0%; D: 4%
> S=c1[nH]cnc2scc(-c3ccccc3)c12
  A: .; B: ?; C: -27%; D: .
> COC(=O)c1ccc(C23CC4(C2)[C@H](CN(CC2CCCCC2)[C@@H]4c2ccccc2)C3c2ccc(C(F)(F)F)cc2)cc1 (some centres not stated)
  A: .; B: .; C: -11%; D: 4%
> O=C(c1ccccc1)N1CCN(C(=O)c2ccccc2Br)CC1
  A: -7; B: -9; C: 4%; D: 0%
> O=C(Nc1ccccc1C(=O)N/N=C/c1ccco1)c1ccccc1Cl
  A: 7; B: 83; C: -2%; D: 3%
> CC1CCCC(NC(=O)COC(=O)CN2C(=O)C3CCCCC3C2=O)C1C (configuration not stated)
  A: -10; B: 14; C: 2%; D: .
> O=C(Nc1ccc(Cl)cn1)c1ccccc1F
  A: -2; B: -12; C: -9%; D: 10%
> Cc1ccc(S(=O)(=O)N=Nc2c(O)[nH]c3ccccc23)cc1
  A: -2; B: 9; C: 12%; D: -18%
> Cc1ccc(S(=O)(=O)c2cc(C#N)c(=O)[nH]c2N)cc1
  A: 0; B: 63; C: -1%; D: -10%
> CCN(CC)S(=O)(=O)c1ccc(C)c(C(=O)Oc2cccc(-c3cnc4ccccc4n3)c2)c1
  A: .; B: 51; C: -1%; D: .
> COc1ccc(Oc2ncc3nc(-c4ccc(Cl)cc4)c(=O)n(C)c3n2)cc1
  A: .; B: .; C: 6%; D: -4%
> Cc1cccc(-c2nnc(NC(=O)c3ccc(Cl)cc3)o2)c1
  A: -8; B: ?; C: 0%; D: 12%
> CC(C)(C)Nc1nc(NCc2cccnc2)nc(N2CCOCC2)n1
  A: -8; B: 20; C: 3%; D: .
> O=C(OCC(=O)c1ccco1)c1ccc2ncsc2c1
  A: 2; B: -18; C: 2%; D: -3%
> COc1cccc(C2=NOC(C(=O)NCCN3CCOCC3)C2)c1 (configuration not stated)
  A: 3; B: -14; C: -9%; D: 4%
> Cc1ccc(CN2C(=O)NC(Cc3c[nH]c4ccccc34)C2=O)cc1 (configuration not stated)
  A: .; B: -11; C: -4%; D: .
> O=C(N=C1c2ccccc2CN1c1ccc(F)c(Cl)c1)c1cccnc1Cl
  A: .; B: 54; C: 2%; D: .
> O=c1c(C(c2c(O)nc3n(c2=O)CCS3)c2cccc3ccccc23)c(O)nc2n1CCS2
  A: -3; B: -6; C: -8%; D: 7%
> CCOC(=O)C1CCN(C(=O)c2ccc(N(C)S(C)(=O)=O)cc2)CC1
  A: -7; B: -22; C: 2%; D: 9%
> CN1CCN(CCCN)CC1
  A: .; B: .; C: 1%[11.4 µM]; D: 14%[11.4 µM]
> Cc1c(NC(=O)Cn2nc(C(F)(F)F)c3c2CCCC3)c(=O)n(-c2ccccc2)n1C
  A: -14; B: -23; C: -3%; D: -3%
> O=C(NCc1ccc2c(c1)OCO2)c1cc2ccccc2o1
  A: 4; B: 19; C: 2%; D: -5%

Three of the entries above in order of their number in 15-hLO-2 inh, descending.
Short forms: A = IMPase cell inh; B = PNC assembly inh; C = 12-hLO inh; D = 15-hLO-2 inh
> O=C(Nc1ccccc1C(=O)N/N=C/c1ccco1)c1ccccc1Cl
  A: 7; B: 83; C: -2%; D: 3%
> Cc1c(NC(=O)Cn2nc(C(F)(F)F)c3c2CCCC3)c(=O)n(-c2ccccc2)n1C
  A: -14; B: -23; C: -3%; D: -3%
> Cc1ccc(S(=O)(=O)c2cc(C#N)c(=O)[nH]c2N)cc1
  A: 0; B: 63; C: -1%; D: -10%

A portion of the library; the hit share may differ from the screen's.
